# APP 5'UTR act – APP 5'UTR luciferase reporter activation | 190,000 tested, 1% active | SH-SY5Y APP 5'UTR luciferase reporter, luminescence; zero percent = DMSO vehicle wells | activation, % at 2 µM;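 active = activation above a set limit, based on mean plus 3 SD of controls, cut at about 140% in these data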; also: values of inactives mirror those of a sister screen read the other way
# FLuc inhib CS – Photinus pyralis luciferase inhibition counter-screen. AID 1006. 200,000 tested, 1.5% active. P08659. ATPLite firefly luciferase biochemical luminescence, 10 min. inhibition, % at 10 µM;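 active = inhibition above about 50% when tested at 10 µM, limit read from the data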
# Target sequence (P08659 whole entry, looked up): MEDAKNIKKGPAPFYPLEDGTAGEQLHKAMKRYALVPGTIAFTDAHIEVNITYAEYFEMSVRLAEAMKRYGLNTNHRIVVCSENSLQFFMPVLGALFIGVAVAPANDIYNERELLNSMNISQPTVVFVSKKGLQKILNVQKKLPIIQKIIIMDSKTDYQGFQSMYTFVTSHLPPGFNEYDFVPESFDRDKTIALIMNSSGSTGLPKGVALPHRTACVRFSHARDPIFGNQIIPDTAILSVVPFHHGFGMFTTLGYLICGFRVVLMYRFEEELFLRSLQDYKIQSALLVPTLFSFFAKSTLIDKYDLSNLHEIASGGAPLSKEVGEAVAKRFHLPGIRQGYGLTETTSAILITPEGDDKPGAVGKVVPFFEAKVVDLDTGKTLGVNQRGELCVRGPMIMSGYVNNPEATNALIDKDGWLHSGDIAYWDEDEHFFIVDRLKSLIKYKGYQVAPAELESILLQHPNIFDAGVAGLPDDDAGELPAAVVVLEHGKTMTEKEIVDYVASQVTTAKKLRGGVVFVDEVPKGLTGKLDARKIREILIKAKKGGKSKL
# Redox H2O2 prof – compounds producing H2O2 with reducing agent – biochemical, NIH compound library profiling, artefact control for MLSCN library redox annotation, primary screen; DTT-dependent redox cycling H2O2, phenol red/HRP absorbance; 100% = 100 µM peroxide control, 0% = buffer; activation, % at 10 µM; 200,000 tested, 0.03% active; AID 878;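 active = activation of at least 50% relative to the plate's high and low controls in the primary single-dose screen; inactive = activation below 50%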;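 also: compound incubated with DTT at 0.8 mM final as the reducing agent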
# FLuc act counter – affects firefly luciferase, flagging false hits in luciferase stimulation screens; ATPlite luciferase biochemical, luminescence, 10 min; 0 = ATP-free wells, 1 = DMSO control; activation factor at 10 µM; P08659; 200,000 tested, under 10 active;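 active = luciferase activation factor, scaled between plate controls, of at least 2 with compound at 10 µM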
#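 System: luciferase plus luciferin reagent, cell-free; medium: PBS as buffer for the ATP substrate; dosing: test compounds dosed from 2 mM stocks in 100% DMSO; timing: 10 min post-reagent at room temperature; measured by: luminescence measurement of luciferase light output; evaluation: luciferase activation, seen as luminescence increase over controls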
# Hsp70 act – Hsp70 transcriptional activation, primary screen. HeLa Hsp70 promoter luciferase reporter, luminescence; scaled: vehicle 0, proteasome-inhibitor control 100%. activation, % at 10 µM. 200,000 tested, 0.04% active;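 active = activation above the mean across all tested compounds plus 3 SD, cutoff set per campaign, cut at about 5.5% in these data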;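 also: 100% = MG132 at 30 µM as the positive control and 0% = DMSO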
# NF-kB neuron act – compounds increasing NF-kB expression in human neuronal cells | NF-kB reporter expression; active compounds read high | fold change at 12.5 µM | 190,000 tested, 1.6% active | AID 1239; in the data active = fold change above about 3.3
# STAT1 activator – increases IFN-gamma driven STAT1 reporter signal; NIH 3T3 STAT1-luciferase reporter, luminescence; 100% = IFN-gamma alone, no compound; activation (% of control), % at 5.5 µM; 200,000 tested, 2.6% active;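 active = activation above the screen-wide mean activation plus 3 SD, cut at about 130% in these data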;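 also: raw ratio to IFN-gamma control signal so 100% means no change and 0% no light; values of inactives mirror those of a sister screen read the other way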
# G6PDH counter – counter-screen for G6PDH assay hits: L. mesenteroides G6PDH inhibition; 200,000 tested, 0.12% active; AID 1020; inhibition, % at 5 µM; Purified L. mesenteroides G6PDH, diaphorase/resazurin coupled fluorescence, 45 min; in the data active = inhibition above about 50%
# APP transl inh – APP translation inhibition. inhibition, % at 2 µM. AID 1285. 190,000 tested, 0.82% active. SH-SY5Y APP 5'UTR-luciferase reporter, luminescence;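 active = inhibition above a set limit, derived from the sample mean plus 3 SD, cut at about 45% in these data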; also: values of inactives mirror those of a sister screen read the other way
# Efa HMGR inh – inhibitors of class II HMG-CoA reductase from Enterococcus faecalis | inhibition, % at 10 µM | AID 1066 | purified E. faecalis HMGR, NADPH absorbance 340 nm kinetic | 190,000 tested, 0.41% active;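 active = inhibition above a set limit, the median over all tested compounds plus 3 SD, cut at about 9.5% in these data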;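 also: enzyme runs in reverse so mevalonate oxidation gives rising NADPH absorbance; 0% = complete reaction with DMSO and 100% = background rate lacking mevalonate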
# Starred values were filed as active, the others as inactive; . = not tested or not shown. Compounds as they come. Share with any hit: about 5.3%.
SMILES,APP 5'UTR act,FLuc inhib CS,Redox H2O2 prof,FLuc act counter,Hsp70 act,NF-kB neuron act,STAT1 activator,G6PDH counter,APP transl inh,Efa HMGR inh
CNC(=S)N/N=C(\C)c1ccc(-n2ccnc2)cc1,-5,0,0.0,1,-0.1,1.1,103,-2,5,-2
O=C(OCc1ccc2c(c1)OCO2)c1ccc(S(=O)(=O)N2CCCCC2)cc1,-12,-5,3.0,1.1,-0.3,0.83,106,-14,12,2
COc1ccc(C2/C(=C(\O)c3ccc(OC)c(Cl)c3)C(=O)C(=O)N2CCN(C)C)cc1 (centres undefined),7,-5,-0.3,1.1,0.1,1.2,97,-1,-7,-3
Cc1ccc(-n2c(-c3ccncc3)n[nH]c2=S)c(C)c1,14,-4,9.1,1,0.0,1.1,94,4,-14,-4
CCCCCCCCCCCNC(=O)c1ccoc1C,-1,-6,0.5,1.1,-0.2,1.1,106,6,1,-5
CCOCCCNCc1cccc(OCc2ccc(F)cc2)c1,-6,24,-0.8,0.8,-0.5,1.1,98,3,6,-5
CCCN(C(=O)c1cccs1)c1nnc(-c2ccncc2)s1,-4,-2,3.3,1,0.0,1,99,2,4,-7
Cc1cc(NCCN2CCCCC2)n2c(nc3ccccc32)c1C#N,-8,0,1.6,1,-0.3,1,111,-8,8,-2
COc1cc2cccc(OC)c(=O)c2c(OC)c1OC,0,-8,-0.3,1.1,-0.2,1.2,100,10,0,-2
CC1CCC/C(=N\NC(=S)Nc2ccccc2)C1 (centres undefined),126,-3,-0.2,1,-0.2,0.94,106,12,-126,-3
C=CCN1C(=O)CSc2ccc(C(=O)NCCC3=CCCCC3)cc21,2,-7,0.2,1.1,-0.4,0.77,100,0,-2,1
COC(=O)CSC1=C(C#N)C(c2ccc(C(C)C)cc2)CC(=O)N1 (centres undefined),5,-4,-0.1,1,0.3,1,100,0,-5,-5
COc1cccc(C(=O)c2c[nH]c(C(=O)NCc3ccco3)c2)c1,5,-7,-1.5,1.1,-0.3,1.2,105,8,-5,6
Cc1nn(Cc2ccc(Cl)cc2Cl)c(C)c1NC(=O)c1nc2n(n1)C(C(F)F)CC(C)N2 (centres undefined),-6,-2,2.3,1,-0.3,0.78,100,11,6,0
Cc1ccc(-c2nnc(N)o2)cc1,11,3,-0.4,1,-0.1,1.1,105,6,-11,-9
CN1CCN(/N=C/c2ccc(Br)cc2)CC1,28,3,-2.0,1,0.0,2,129*,3,-28,-4
Cc1cc(C)cc(OCC(=O)Nc2ccc(N3CCCC3)cc2)c1,27,-4,0.8,1,-0.1,0.97,97,-4,-27,-3
CCNC1=C(Cl)C(=O)c2ccccc2C1=O,4,-1,0.0,1,-0.3,0.43,105,37,-4,-4
CCn1c(O)c(C=Nc2ccccc2)sc1=O,20,-4,-1.1,1,-0.2,1.6,130*,7,-20,-3
CC1(C)CC(=O)C2=C(C1)N(Cc1ccco1)C(=O)C2(NC(=O)c1ccc(Cl)cc1Cl)C(F)(F)F (centres undefined),-4,-4,1.3,1,0.0,0.96,99,1,4,-2
O=C(Nc1cc(C(F)(F)F)ccc1-n1cnc2ccccc21)c1ccccc1,7,-4,0.2,1,-0.1,0.77,100,-15,-7,-6
CN(C)S(=O)(=O)c1cc(C(=O)O)c(NC2CCCCC2)cc1Cl,20,-4,-0.1,1,-0.2,0.99,101,-4,-20,4
Cc1cc(C)n(-c2nc3ccccc3nc2N2CCC(C)CC2)n1,11,-7,0.3,1.1,-0.2,0.89,100,12,-11,-3
Cn1ccnc1C1CCCCN1Cc1nc(Cc2cccc(C(F)(F)F)c2)no1 (centres undefined),15,-2,-1.2,1,0.0,.,87,8,-15,0
COc1ccc(CN2CCN(C(=O)c3cccs3)CC2)cc1Br,-5,-4,2.4,1,-0.1,1,104,7,5,1
COc1ccc(NC(=O)CN2CC(C)OC(C)C2)cc1Cl (centres undefined),-2,-3,-1.5,1,0.2,0.94,94,5,2,-2
Cc1ccc(-n2cc(-c3ccc([N+](=O)[O-])cc3)[nH]c2=S)c(C)c1,6,3,1.1,1,-0.2,1,115,-11,-6,-1
Cc1ccn2cc(-c3nonc3C)cc2c1,13,3,-0.6,1,-0.3,1.5,100,6,-13,-6
COc1cc(C2C(C#N)=C(N)Oc3c2oc(CO)cc3=O)ccc1OC(C)C (centres undefined),21,-4,-1.0,1,-0.2,1.3,102,8,-21,-2
CNC(=S)N/N=C/c1ccc(OCc2ccccc2)c(Br)c1,-7,-4,2.0,1,-0.1,1.1,119,-6,7,-3
CC(C)NS(=O)(=O)c1ccc(CCC(=O)N2CCCC2)cc1,-10,0,4.8,1,-0.5,1,99,4,10,-1
CCO[C@@H]1OC(C(=O)N2CCCCCCC2)=C[C@H](c2cn(C(C)=O)c3ccccc23)[C@H]1CCCO,20,-10,0.5,1.1,-0.1,0.57,94,10,-20,-1
Cc1ccsc1/C=N/NC(=O)c1c[nH]c2ccccc12,70,22,-6.2,0.8,0.0,2.5,126,7,-70,0
CS(=O)(=O)N1CCN(c2ccccc2NC(=O)c2cccnc2)CC1,-12,-6,1.6,1.1,0.0,1.1,105,-3,12,4
O=C(C1CCN(c2ccc(N3CCOCC3)nn2)CC1)N1CCN(c2ccc(F)cc2)CC1,5,-2,0.3,1,-0.2,1.1,91,3,-5,1
COc1ccccc1S(=O)(=O)Cc1ccc(C(=O)NCCN2CCCC2)o1,5,-4,2.7,1,-0.1,1.1,106,4,-5,3
Cc1nc(C(=O)N2CCc3c([nH]c4ccccc34)C2c2cc(F)ccc2F)cs1 (centres undefined),10,1,-1.9,1,-0.4,1.3,100,14,-10,-6
CC1=NN(C(C#N)c2ccccc2)C(C)(C)C1 (centres undefined),1,2,-1.1,1,-0.3,1.1,107,12,-1,9
C#CCOCCOCCOCCNc1nc(N2CCN(C(=O)C([C@@H](C)CC)n3cc(C(N)Cc4ccc(O)cc4)nn3)CC2)nc(N2CCN(C(=O)[C@H](CCC(=O)O)n3cc(C(N)Cc4ccc(O)cc4)nn3)CC2)n1 (some centres undefined),-2,-6,-1.3,1.1,-0.3,0.9,104,11,2,0
CC(C)Cn1c2c(c(O)c(C(=O)Nc3ncccc3O)c1=O)CCCC2,-12,-4,-3.2,1,0.0,0.75,102,-9,12,-10

# Fetched one by one from above (3):
SMILES,APP 5'UTR act,FLuc inhib CS,Redox H2O2 prof,FLuc act counter,Hsp70 act,NF-kB neuron act,STAT1 activator,G6PDH counter,APP transl inh,Efa HMGR inh
O=C(C1CCN(c2ccc(N3CCOCC3)nn2)CC1)N1CCN(c2ccc(F)cc2)CC1,5,-2,0.3,1,-0.2,1.1,91,3,-5,1
Cc1ccc(-n2cc(-c3ccc([N+](=O)[O-])cc3)[nH]c2=S)c(C)c1,6,3,1.1,1,-0.2,1,115,-11,-6,-1
Cc1ccn2cc(-c3nonc3C)cc2c1,13,3,-0.6,1,-0.3,1.5,100,6,-13,-6

# Given as labelled records: 3 of the compounds above.
> C=CCN1C(=O)CSc2ccc(C(=O)NCCC3=CCCCC3)cc21
  APP 5'UTR act: 2
  FLuc inhib CS: -7
  Redox H2O2 prof: 0.2
  FLuc act counter: 1.1
  Hsp70 act: -0.4
  NF-kB neuron act: 0.77
  STAT1 activator: 100
  G6PDH counter: 0
  APP transl inh: -2
  Efa HMGR inh: 1

> COC(=O)CSC1=C(C#N)C(c2ccc(C(C)C)cc2)CC(=O)N1 (centres undefined)
  APP 5'UTR act: 5
  FLuc inhib CS: -4
  Redox H2O2 prof: -0.1
  FLuc act counter: 1
  Hsp70 act: 0.3
  NF-kB neuron act: 1
  STAT1 activator: 100
  G6PDH counter: 0
  APP transl inh: -5
  Efa HMGR inh: -5

> COc1cccc(C(=O)c2c[nH]c(C(=O)NCc3ccco3)c2)c1
  APP 5'UTR act: 5
  FLuc inhib CS: -7
  Redox H2O2 prof: -1.5
  FLuc act counter: 1.1
  Hsp70 act: -0.3
  NF-kB neuron act: 1.2
  STAT1 activator: 105
  G6PDH counter: 8
  APP transl inh: -5
  Efa HMGR inh: 6

# Further compounds follow.
SMILES,APP 5'UTR act,FLuc inhib CS,Redox H2O2 prof,FLuc act counter,Hsp70 act,NF-kB neuron act,STAT1 activator,G6PDH counter,APP transl inh,Efa HMGR inh
O=C(N/N=C/c1ccccn1)c1ccco1,-1,6,-7.5,0.9,-0.3,2.5,106,19,1,-3
Cc1cc(C)c(C)c(S(=O)(=O)N[C@@H](C)C(=O)OCC(N)=O)c1C,83,-3,-0.3,1,-0.2,1.1,96,2,-83,-3
NS(=O)(=O)c1cc(C(=O)OCC(=O)c2ccc3c(c2)OCCO3)ccc1Cl,18,92*,-1.1,0.1,-0.1,9.8*,120,5,-18,-3
N#Cc1c(Nc2cccc(F)c2)sc2c(O)cc(=O)[nH]c12,8,-4,-2.6,1,-0.1,0.85,101,22,-8,-5
Clc1ccc(CSc2nnc([C@@H]3CCCN3)o2)cc1,29,-3,-0.3,1,-0.3,1.4,105,5,-29,0
c1ccc(Cn2cc(CN3CCCCO3)c(-c3ccc4c(c3)OCO4)n2)cc1,13,-1,-0.4,1,-0.1,.,97,5,-13,0
O=c1c(Cc2ccc(F)cc2)c(O)ccn1C1CC1,-10,4,-1.7,1,-0.2,0.92,97,37,10,-2
CC1CN(c2cc(=O)n(-c3cccc(Br)c3)c(=O)[nH]2)CC(C)O1 (centres undefined),10,0,-1.2,1,.,0.96,.,5,-10,1
Cc1ccc(NC(=O)CSc2nc(NS(=O)(=O)c3ccc(C)cc3)cc(=O)[nH]2)cc1,11,-1,0.4,1,-0.2,1,98,4,-11,5
COCCNC(=O)c1cc(S(=O)(=O)N2CCOCC2)ccc1SCc1cccc(OC)c1OC,12,-12,1.5,1.1,0.0,1.1,97,6,-12,2
CC(=O)NC1=NN(C(C)=O)C2(CCCCC2)S1,20,-6,2.5,1.1,0.1,1.3,100,2,-20,2
CCCN1Cc2cccc(C(=O)Nc3ccc(S(=O)(=O)N4CCCCCC4)cc3)c2C1=O,-7,-4,-0.1,1,-0.1,1,95,-4,7,2
Cc1cccc(C(=O)Nc2c(C#N)c(C)c(C)n2Cc2ccccc2)c1,-5,-1,2.0,1,-0.2,0.91,93,-13,5,0
O=C(O)Cn1c(=O)cnc2ccccc21,-15,-7,0.2,1.1,-0.6,1.1,104,16,15,0
CCNc1nc(NC(C)(C)C)nc(Oc2ccc(=O)n(-c3ccccc3)n2)n1,2,-6,-0.5,1.1,-0.2,0.78,87,5,-2,-3
COc1ccc(NC(=O)C2CCCN(S(=O)(=O)c3cccnc3)C2)cc1 (centres undefined),6,-4,2.2,1,0.0,0.99,98,0,-6,1
COc1ccccc1NC(=O)c1c(Nc2ccccc2F)sc(C(=O)Nc2cccc(Cl)c2)c1N,-1,-7,-0.3,1.1,-0.1,1.1,99,5,1,-12
O=C(NCc1cccnc1)c1ccc2c(=O)n(CCCN3CCCC3=O)c(=S)[nH]c2c1,4,-7,-0.9,1.1,0.6,1.1,94,2,-4,-2

# Assay outcomes (PubChem)
